Screening data (PubChem)
Epigenetic derep: Quantitative High-Throughput Screen for Regulators of Epigenetic Control | Potency, µM (top dose mostly 53.9 µM), for inactives: at the top dose GFP activation, usual class: activators | AID 1865, 2009 | murine LDR cells, GFP reporter derepression, 30 h | hit rate 0.2% among 280,000; active = well fitted activation curve with a large enough effect; inconclusive = small, poorly fitted or top-dose-only effect; note: % of control where 0% means no effect; nearly all actives have a fitted effect of over 60% in size
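GFP-positive cell count by laser-scanning cytometry (objects 20–120 um) after 30 h, 37 C compound exposure of murine LDR cells; reporter is CMV-GFP integrated at a silenced locus, inducible by HDAC or DNMT inhibitors.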
* hit, by the source's call; ? = inconclusive. Potency is the fitted concentration of half-maximal effect. An excerpt (hit frequency here may not be typical).

Structure,Epigenetic derep
CCCCCNC(=O)c1ccc2c(c1)ncn2-c1cccc(C)c1,-3.5%
Cc1ccc(NS(=O)(=O)c2cc(Br)cc3c2N(C(=O)C2CC2)CC3)cc1C,-1.1%
Cc1ccc(CNc2ccc(-c3nc(-c4ccncc4)no3)cc2[N+](=O)[O-])cc1,-0.2%
CCOc1ccccc1-c1nc(C(N)=O)c2c(n1)n(-c1ccc3c(c1)OCO3)c(=O)n2C,7.6%
O=C(Nc1ccc(Br)cc1F)c1cc(S(=O)(=O)NC2CCCC2)ccc1F,10%
COc1cccc(CNC(=O)C2CCCN(S(=O)(=O)c3cn(C)cn3)C2)c1 (stereo not drawn),-3.0%
Cc1cccc(Cn2c(=O)n(Cc3ccc4c(c3)OCO4)c(=O)c3oc4ccccc4c32)c1,2.2%
CCc1ccc(CNC(=O)c2cnc3sc(N4CCCC4)nn3c2=O)cc1,0.0%
Cc1ccc(-n2nc(C)c3c(C)cc(=O)n(CC(=O)Nc4ccc(C(C)C)cc4)c32)cc1,0.0%
CC(C)NC(=O)C1CCN(c2nc3ccccc3nc2C(F)(F)F)CC1,4.0%
Cc1ccc(CNC(=O)Nc2cc(C(=O)NCc3ccc(C(C)C)cc3)ccc2N2CCCC2)cc1,-3.5%
COc1ccc(-n2ccnc(NCc3ccccc3Cl)c2=O)cc1OC,-0.3%
CN(C(=O)CSc1nc2ccccc2n1CC(=O)N(C)C1CCCCC1)c1ccc(F)cc1,-4.6%
CCCN(C(=O)c1c(C)oc2ncn(CC(C)C)c(=O)c12)c1ccccc1C,0.0%
O=C(CN1C(=O)c2cccnc2Oc2ccc(Cl)cc21)Nc1cccc(C(F)(F)F)c1,-0.4%
Cc1cc(=O)[nH]c2nnc(SCCC(C)C)n12,-0.2%
O=C(NCCCN1CCN(c2ccccc2)CC1)c1sc2ncccc2c1-n1cccc1,-1.7%
Cn1cnc2c(=O)oc3ccc(S(=O)(=O)N4CCN(c5ccccc5F)CC4)cc3c21,-1.2%
O=C(Cn1ccc2cc(S(=O)(=O)N3CCCCCC3)ccc21)NCc1ccccc1Cl,16%
Cc1c(Cl)cccc1NC(=O)CSc1nc(=O)[nH]c2c1CCCC2,7.6%
CC(=O)OC1=CN(Cc2ccccc2)S(=O)(=O)c2ccccc21,-1.6%
COc1cccc(Cn2c(CNC(=O)C(C)C)nc3cccnc32)c1,0.0%
CCOc1cc2[nH]c(=O)n(CCCCCC(=O)NC(C)CC)c(=O)c2cc1OCC (stereo not drawn),-1.3%
CCOc1ccc(CCNC(=O)CN2C(=O)C(CC)Oc3ccccc32)cc1OCC (stereo not drawn),-1.6%

Fetched by structure from the list above:
Structure,Epigenetic derep
Cc1c(Cl)cccc1NC(=O)CSc1nc(=O)[nH]c2c1CCCC2,7.6%
COc1cccc(Cn2c(CNC(=O)C(C)C)nc3cccnc32)c1,0.0%
Cn1cnc2c(=O)oc3ccc(S(=O)(=O)N4CCN(c5ccccc5F)CC4)cc3c21,-1.2%
CCOc1cc2[nH]c(=O)n(CCCCCC(=O)NC(C)CC)c(=O)c2cc1OCC (stereo not drawn),-1.3%
O=C(Cn1ccc2cc(S(=O)(=O)N3CCCCCC3)ccc21)NCc1ccccc1Cl,16%

New compounds follow
Structure,Epigenetic derep
Cc1ccccc1CSc1nc2nc(C)c(Cc3ccccc3)c(C)n2n1,0.4%
CC(NC(=O)CN1C(=O)c2cccnc2Oc2ccc(Cl)cc21)c1ccccc1 (stereo not drawn),-1.2%
CCOC(=O)C1=C(CN2CCN(c3ccc(Cl)cc3)CC2)NC(=O)NC1c1ccc(OC)cc1 (stereo not drawn),-0.2%
CCS(=O)(=O)c1ncc(N(Cc2ccccc2)Cc2ccco2)c(C(=O)Nc2ccc(C)c(C)c2)n1,-3.2%
Cc1cc(C)nc(-n2nc(C)c3c2NC(=O)CC3c2cc(F)ccc2F)n1 (stereo not drawn),-3.2%
CCc1ccc(-n2c(=O)c3cccnc3n2CC(=O)Nc2ccccc2C(F)(F)F)cc1,-0.6%
Cc1ccc(/C=C/c2onc(C)c2S(=O)(=O)N2CCC(C(=O)Nc3cccc(C#N)c3)CC2)cc1,6.8%
COc1ccc(NC(=O)CCc2c(C)nn(-c3ccc(N4CCCCC4)nn3)c2C)cc1Cl,4.0%
CN(C)c1ccc(CNC(=O)c2cccn2-c2nnc(N3CCCCC3)s2)cc1,1.2%
COc1ccccc1NC(=O)CCn1cnc2onc(-c3ccc(F)cc3)c2c1=O,-1.1%
CCc1nnc(NC(=O)CSc2nc3c([nH]c4ccccc43)c(=O)n2-c2ccc(C)cc2)s1,2.8%
Cc1cccc(N2CCN(C(=O)c3ccc(CS(=O)c4cccc(Cl)c4)o3)CC2)c1C (stereo not drawn),10%
CCC(C)n1c(=O)c2sccc2n2c(CCCC(=O)Nc3ccc(F)cc3)nnc12 (stereo not drawn),-1.6%
Cc1c(C(=O)NCCN(C)C)oc2c1-c1nn(Cc3ccccc3Cl)cc1CC2,0.0%
Cc1cc(C)cc(NC(=O)c2cnc3sc(N4CCCC4)nn3c2=O)c1,0.0%
Cc1ccc(CNC(=O)c2nnn(CC(=O)Nc3cc(C)ccc3C)c2N)cc1,-1.3%
CC1=C(C(=O)Nc2ccccc2)C(c2ccc(C(=O)O)cc2)n2ncnc2N1 (stereo not drawn),0.0%
Cc1ccc(NC(=O)Cn2c(=O)c(C(F)(F)F)nc3ccccc32)c(C)c1,-1.8%
CCN1CCc2c(sc(NC(=O)c3ccc(S(=O)(=O)N4CCCC(C)C4)cc3)c2C(=O)OC)C1 (stereo not drawn),?
Cc1oc2ncn(CC(C)C)c(=O)c2c1C(=O)NCCCN(Cc1ccccc1)C(C)C,-1.3%
Fc1ccc(-c2cc(-c3nc(-c4cccc(Cl)c4)no3)[nH]n2)cc1,0.8%
Cc1ccc(-n2nc(C)c3c(C(=O)Nc4ccccc4C(F)(F)F)cc(C)nc32)cc1,-0.4%
Cc1ccc(C(=O)NCC(c2ccc3c(c2)OCO3)N2CCOCC2)cc1C (stereo not drawn),0.0%
COC(=O)c1sccc1S(=O)(=O)N(CC(=O)Nc1ccccc1F)c1ccccc1,0.0%
Clc1ccc(CSc2ccc(-c3cccs3)nn2)cc1,-1.4%
COc1ccc(CCNS(=O)(=O)c2cc(-c3cc(C)no3)ccc2OC)cc1OC,3.5%
Cc1nc2scc(C)n2c(=O)c1S(=O)(=O)Nc1ccc(N2CCN(C(=O)C(C)C)CC2)cc1,-1.2%
Cc1cc(Cl)ccc1NC(=O)C1CCCN1S(=O)(=O)c1ccc2c(c1)CCCC(=O)N2 (stereo not drawn),-1.4%
CCc1ccc(NC(=O)C2CCC(CNS(=O)(=O)c3ccc4c(c3)CC(C)N4C(C)=O)CC2)cc1 (stereo not drawn),?
O=C(CN1C(=O)CCc2cc(S(=O)(=O)N3CCOCC3)ccc21)NCc1ccccc1,-4.6%
CC(=O)c1cccc(NS(=O)(=O)c2ccc3[nH]c4c(c3c2)CCCCC4)c1,-1.3%
CN(CC(=O)NCc1ccc(F)cc1)S(=O)(=O)c1ccc2[nH]c3c(c2c1)CCCC3,0.0%
Cc1cccc(Cn2c(=O)n(CC3CCC(C(=O)NC(C)C)CC3)c(=O)c3sccc32)c1 (stereo not drawn),0.0%
Cc1cc(C)cc(NC(=O)c2c(C)oc3nc(C)nc(N4CCCC4)c23)c1,1.3%
Cc1ccccc1NC(=O)C1CCC(CNS(=O)(=O)c2ccc3c(c2)C(C)(C)C(=O)N3C)CC1 (stereo not drawn),-0.1%
Cc1nc(-c2ccccc2)sc1-c1ccc(SCC(=O)NCc2ccccc2)nn1,0.6%
COc1ccc2c(CNCc3cccs3)c(C(=O)O)n(Cc3cccc(F)c3)c2c1,-2.5%
Nc1c(C(=O)c2ccc3c(c2)OCO3)sc(Nc2ccccc2F)c1S(=O)(=O)c1ccccc1,-1.7%
Cc1ccc2c(c1)N(C(=O)CCC(=O)NCc1cccs1)CC(C)O2 (stereo not drawn),-2.6%
Cc1c(C)n(Cc2ccccc2)c2ccc(C(=O)NC(C)c3ccccc3)cc12 (stereo not drawn),-2.7%
COc1ccc(-c2nnc(SCC(=O)N(C)C3CCCCC3)o2)cc1OC,-2.4%
COc1ccccc1N1CCN(C(=O)CSc2n[nH]c(-c3ccccc3)n2)CC1,0.1%
Cc1ccc(N2CCN(C(=O)c3c(C)oc4ncnc(N5CCCCC5)c34)CC2)c(C)c1,-0.4%
CCN(CC)c1ccc(NS(=O)(=O)c2cc3[nH]c(=O)c(=O)[nH]c3cc2C)c(C)c1,-0.4%
CC(=O)CSc1nnc2[nH]c(=O)cc(N)n12,-1.1%
CCOc1ccc(NC(=O)c2ccc(F)c(S(=O)(=O)N(CC)Cc3ccccc3)c2)cc1,0.6%
O=C(CC1N=C2c3ccccc3N=C(SCc3cccc(F)c3)N2C1=O)NC1CCCCC1 (stereo not drawn),-1.3%
CCOc1ccccc1CNC(=O)c1nn(C)c2c1CS(=O)(=O)c1ccccc1-2,0.0%
COC(=O)c1ccc(Cl)cc1NC(=O)N1CCCn2nc(C)cc21,-1.3%
COc1ccc(-c2nnc(SCC(=O)N(C)Cc3ccccc3)o2)cc1OC,-1.8%
CCOc1ccc(NC(=O)Cn2c3ncccc3c(=O)n2-c2ccc(CC)cc2)cc1,-2.5%
Cc1ccc(/C=C/c2onc(C)c2S(=O)(=O)N2CCC(C(=O)Nc3ccc(Br)c(C)c3)CC2)cc1,6.8%
CCOC(=O)c1cccc(NC(=O)c2cc(S(=O)(=O)N3CCCCCC3)cn2C)c1,0.0%
Cc1ccc(-c2nnc3ccccc3c2C(=O)Nc2cccc(C(F)(F)F)c2)cc1,13%
Cc1ccc(C)c(N2C(=O)N(Cc3ccccc3C)c3ccccc3S2(=O)=O)c1,-2.9%
CCn1ccc2cc(S(=O)(=O)N3CCCN(C(=O)Nc4cc(Cl)ccc4C)CC3)ccc21,1.7%

In the list so far, two contain a COOH group:
Structure,Epigenetic derep
CC1=C(C(=O)Nc2ccccc2)C(c2ccc(C(=O)O)cc2)n2ncnc2N1 (stereo not drawn),0.0%
COc1ccc2c(CNCc3cccs3)c(C(=O)O)n(Cc3cccc(F)c3)c2c1,-2.5%

The results go on:
Structure,Epigenetic derep
COc1ccc(-n2ncc(C(=O)NCc3ccco3)c2C2CCN(C(=O)OC(C)(C)C)CC2)cc1,-1.3%
Cc1ccc(N(C)C(=O)Cn2cc(S(=O)(=O)N3CCCC3)c(S(=O)(=O)N3CCCC3)c2)cc1,1.3%
Cc1cccc(NC(=O)CSc2nccn2-c2cccc(Cl)c2)c1C,1.4%
COc1ccc(-c2nc3c(c(SCC(=O)Nc4cccc(O)c4)n2)Cc2c(CO)cnc(C)c2O3)cc1,5.3%
CCN(CC)CCCNC(=O)c1c(C)oc2ncnc(N3CCOCC3)c12,-0.4%
CCc1nnc(SCc2c(F)cccc2Cl)c2cc3sccc3n12,3.7%
Cc1cccc(CCNC(=O)c2cc(S(=O)(=O)N3CCCCC3)c[nH]2)c1,9.5%
COc1ccc(-c2c(C)c3ccc(O)c(CN4CCOCC4)c3oc2=O)cc1,13%
O=C(CC(c1cccs1)N1Cc2ccccc2C1=O)Nc1ccc(Cl)cc1 (stereo not drawn),13%
O=C(COc1ccc(F)cc1)Nc1ccc(C(=O)OCc2cc(=O)n3nc(C4CC4)sc3n2)cc1,1.0%
O=C(NC1CCCCC1)c1ccc(CSc2nc3cccnc3n2Cc2ccccc2F)cc1,-0.4%
Cc1ccc(NS(=O)(=O)c2ccc3[nH]c4c(c3c2)CCCC4)cc1N(C)C,-0.4%
Cc1ccc2scc(N3CCN(c4ccccc4)CC3)c(=O)c2c1,-1.7%
NC(=O)c1c(NC(=O)CS(=O)(=O)c2ccc(Cl)cc2)sc2c1CCCC2,1.4%
CCOC(=O)CC(=O)CSc1nc2ccsc2c(=O)n1Cc1ccccc1,0.0%
O=C(CN1CCCN(Cc2ccc(F)cc2)S1(=O)=O)Nc1ccc2c(c1)OCCO2,-5.4%
CC1CCc2onc(C(=O)Nc3ccc(Cl)cc3)c2C1 (stereo not drawn),1.3%
Cc1cc(C)cc(NC(=O)C(C)N2Cc3ccccc3C2=O)c1 (stereo not drawn),-1.2%
Cc1cccc(N2CCN(C(=O)NCc3noc4ccccc34)CC2)c1C,9.1%
COc1ccc(CNC(=O)CN(C)S(=O)(=O)c2ccc3[nH]c4c(c3c2)CCCC4)cc1,-0.2%
Cc1cccc(N2CCN(C(=O)CCS(=O)(=O)c3ccc4c(c3)oc(=O)n4C)CC2)c1C,-1.3%
COc1ccc(-c2cn3cccnc3n2)cc1NC(=O)Cc1ccccc1,0.8%
CCn1cc2nc(SCc3c(F)cccc3Cl)n(CCc3ccccc3)c(=O)c2n1,-3.7%
Cc1nnc2c(N3CCN(c4ccccc4F)CC3)nc3ccccc3n12,0.0%
Oc1c(C(c2ccc(Cl)cc2Cl)N2CCN(c3ccccc3)CC2)sc2nc(-c3ccco3)nn12 (stereo not drawn),2.8%
CC(C)c1cnc2c(c1SCC(=O)Nc1ccccc1C(F)(F)F)c(=O)n(C)c(=O)n2C,-2.8%
Cc1c(C(=O)N2CCCCCC2)c(S(=O)(=O)NCc2ccc(Br)cc2)c(C)n1C,1.5%
Cc1ccccc1C(=O)NCc1ccc2c(c1)CCN2C(=O)c1ccc(F)cc1,-0.2%
